# Bioassay records (PubChem)
# ERG Ets-DNA blk: ERG Ets/DNA interaction inhibition; AID 624246; 0.028% of 370,000 active; Potency, µM (series often up to 76.9 µM), inactives show at the highest dose FP activity, negative = inhibition, most hits filed as inhibitors; P11308; fluorescence polarization, His-ERG Ets domain / labelled DNA; active = well fitted inhibition curve with a large enough effect in the polarisation, with a control signal flat; inconclusive = small, poorly fitted or top-dose-only effect, or effect the other way, or a change in a side signal; inactive = no such curve, though single readings can be large or run the other way; the % refers to the polarisation;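 note: polarization taken with two DNA probes labelled with fluorescein and Texas red; potency is the fitted concentration of half-maximal effect; % of control where 0% means no effect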
#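 His-tagged ERG Ets domain (1 uM in the protein solution; 300mM KCl, 50mM Tris-HCl, 1mM EDTA, 1mM DTT, pH 7.5) received compound, then a probe mix of 5 nM fluorescein-DNA and 100nM Texas-615-DNA. Fluorescence polarization was read for both dyes.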
# Vif-A3F inh: inhibitors of Vif-A3F interaction | HeLa A3F-eYFP + Vif (tagged APOBEC3F with the HIV-1 protein that degrades it), YFP fluorescence increase | Potency, µM (series often up to 46.1 µM), for the others: at the highest dose activity, negative = active | AID 602313 | 0.2% of 390,000 active; note: potency is the fitted concentration of half-maximal effect; % of control where 0% means no effect; nearly all actives have a fitted effect of over 65% in size
#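 HeLa cells stably expressing A3F-eYFP plus Vif, plated and incubated overnight at 37 deg C, then exposed to compounds overnight at 37 deg C. Blocked degradation read as raised yellow fluorescence (Ex 488/Em 500-530).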
# 12-LOX inh: inhibitors of human 12S-lipoxygenase ALOX12; 1.1% of 580,000 active; AID 1671190; Potency, µM (highest dose often 108 µM), for the others: at the highest dose activity change, negative = inhibition, usual class: inhibitors; purified 12hLO, xylenol orange hydroperoxide absorbance; note: potency is the fitted concentration of half-maximal effect; % is set by controls: 0 for no effect and ±100 for the full control effect
#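 Purified human 12hLO (150 nM final) in 25 mM Hepes, 0.01% Triton X-100, pH 7.0 was preincubated 15 min at room temperature with compound. Then 40 uM arachidonic acid was added, 30 min. Hydroperoxide was read by Fe-XO absorbance ratio 573/405 nm.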
# D2 antagonist: antagonizes the human D2 dopamine receptor | HEK293 TREx D2 cells, calcium flux, dopamine EC80 | inhibition, % at 10 µM | 2% of 340,000 active; in the data active = inhibition above about 30%; note: 0% is about no effect
# Target sequence (P14416 whole entry, looked up): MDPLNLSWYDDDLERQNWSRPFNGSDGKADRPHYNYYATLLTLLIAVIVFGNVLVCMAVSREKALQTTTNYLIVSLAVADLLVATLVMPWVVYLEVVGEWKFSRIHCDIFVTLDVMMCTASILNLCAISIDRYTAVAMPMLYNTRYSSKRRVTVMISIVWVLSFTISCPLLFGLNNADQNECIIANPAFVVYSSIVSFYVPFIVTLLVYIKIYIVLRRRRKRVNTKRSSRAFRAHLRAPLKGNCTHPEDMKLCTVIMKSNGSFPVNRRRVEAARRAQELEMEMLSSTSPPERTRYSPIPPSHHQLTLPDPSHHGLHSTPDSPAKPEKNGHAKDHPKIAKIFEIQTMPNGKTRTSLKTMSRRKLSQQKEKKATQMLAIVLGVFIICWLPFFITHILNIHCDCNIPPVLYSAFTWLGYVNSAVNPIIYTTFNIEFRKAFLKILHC
#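 Cells plated overnight at 30 C with tetracycline; no-wash calcium dye, 30–90 min RT; 10 s baseline; compound pinned; 180 s read; EC80 dopamine added; another 180 s read.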
# LDHA inh: inhibitors of human lactate dehydrogenase A. purified LDHA, NADH/diaphorase-resazurin fluorescence; hits give low values. activity change, % (values are at about 110 or 230 µM). 0.15% of 480,000 active. AID 1347041; in the data active = activity change below about -30%; inconclusive = mostly about -25% to -30%;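 note: plate controls were DMSO wells for no effect and wells without enzyme for full effect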
#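 Enzyme activity of human lactate dehydrogenase 5 (2 nM; 0.06 mM NADH, 0.2 mM pyruvate, 5 min, RT) is measured via a resazurin/diaphorase fluorescence readout of residual NADH.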
# RGS4 inhibitor: human RGS4 inhibition. Potency, µM (doses to about 114 µM), for the others: at the top dose activity change, negative = inhibition, hits mostly inhibitors. 0.039% of 390,000 active. P49798. AID 504845. Transcreener GDP fluorescence polarization, RGS4-accelerated GTP hydrolysis; note: potency is the fitted concentration of half-maximal effect; % is set by controls: 0 for no effect and ±100 for the full control effect; nearly all actives have a fitted effect of over 75% in size; some results filed as inactive show a strong effect at the top dose
# Target sequence (P49798 whole entry, looked up): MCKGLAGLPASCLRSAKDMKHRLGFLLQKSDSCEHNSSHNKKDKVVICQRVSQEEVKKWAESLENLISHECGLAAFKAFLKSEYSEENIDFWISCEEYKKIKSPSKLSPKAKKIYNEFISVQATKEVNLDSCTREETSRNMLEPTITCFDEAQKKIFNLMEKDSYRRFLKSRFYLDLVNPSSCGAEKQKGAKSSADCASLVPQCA
#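 MLSMR compounds (23 nl, pin-transferred) preincubated 10 min at room temperature with a 500nM (2x) first reagent, then RGS4 at 900nM (2x) plus Transcreener GDP mix added; fluorescence polarization (620/688 nm) read before and after 90 min at 30 °C.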
# Glioma ERSR ind: induces the endoplasmic reticulum stress response in human glioma cells; U87-MG GRP78 promoter luciferase reporter, 16 h; Potency, µM, inactives show at the top dose activation, actives largely listed as activators; 0.02% of 420,000 active; AID 602332; note: potency is the fitted concentration of half-maximal effect; series mostly up to about 76 µM; % of control where 0% means no effect; nearly all actives have a fitted effect of over 35% in size
#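 Stably transfected U87-MG human glioma cells carrying a GRP78-based luminescent sensor were seeded at 1000 cells/well, pin-dosed with compounds and incubated 16 h. Luciferase reagent was then added, and end-point luminescence was read after 10 min at room temperature.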
# D2 ag: D2 dopamine receptor (human) agonism; 0.53% of 340,000 active; activation, % at 2 µM; AID 485358; P14416; HEK293 T-REx D2 cells, calcium flux agonist mode;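 active = activation over 3 SD above normal in the single-dose calcium agonist read, cut at about 30% in these data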; note: 0% is about no effect
#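 Agonism is scored from calcium flux in a force-coupled, inducible HEK293 cell line expressing D2, read kinetically for 180 s after compound addition against dopamine controls.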
# Vif-APOBEC3G blk: blocks the Vif interaction with human APOBEC3G | HeLa A3G-eYFP + Vif (tagged APOBEC3G with the HIV-1 protein that degrades it), YFP fluorescence, overnight | Potency, µM (highest dose often 46.1 µM), inactives show at the highest dose activity, negative = active, actives largely listed as inhibitors | 0.076% of 410,000 active | AID 602310;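 note: potency is the fitted concentration of half-maximal effect; % is set by controls: 0 for no effect and ±100 for the full control effect; nearly all actives have a fitted effect of over 60% in size; hits raise eYFP signal because A3G escapes Vif-driven loss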
# Target sequence (Q9HC16 whole entry, looked up): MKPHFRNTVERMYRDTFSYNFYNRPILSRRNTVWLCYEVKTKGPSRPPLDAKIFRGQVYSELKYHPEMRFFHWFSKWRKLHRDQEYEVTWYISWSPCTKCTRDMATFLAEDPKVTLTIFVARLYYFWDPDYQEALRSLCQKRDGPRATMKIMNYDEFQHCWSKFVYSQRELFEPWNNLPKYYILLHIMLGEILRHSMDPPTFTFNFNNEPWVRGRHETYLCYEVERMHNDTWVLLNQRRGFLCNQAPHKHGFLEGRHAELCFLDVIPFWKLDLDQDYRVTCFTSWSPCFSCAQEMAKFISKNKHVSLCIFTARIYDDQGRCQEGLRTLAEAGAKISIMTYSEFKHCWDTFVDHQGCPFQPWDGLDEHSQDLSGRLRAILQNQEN
#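 Read-out is eYFP fluorescence (Ex 488/Em 500-530) from Vif-expressing HeLa A3G-eYFP cells; more signal means A3G escaped Vif-mediated degradation. Cells plated overnight, compound pinned in, incubated overnight at 37 deg C.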
# * hit, by the source's call; ? = inconclusive; nt = not tested or not shown; [ ] = remark or other dose. Unless noted, calls come from the whole dose curve; as a rule, active = well fitted curve in the direction sought with a large enough effect; inconclusive = small, poorly fitted or top-dose-only effect, or another doubt; inactive = no such curve, though single readings can be large; an effect the other way counts as inactive or inconclusive. This is a subset; rates above refer to the full screens.
SMILES,ERG Ets-DNA blk,Vif-A3F inh,12-LOX inh,D2 antagonist,LDHA inh,RGS4 inhibitor,Glioma ERSR ind,D2 ag,Vif-APOBEC3G blk
Cc1ccc(C(=O)Nc2c(C(=O)N3CCOCC3)cnn2-c2ccccc2)cc1,-4%,5%,0%,-31,-4,-19%,-8%,-0.9,-3%
CC1CCN(C(=O)c2cc(-c3ccco3)on2)CC1,0%,13%,?,-14,-9,2%,-1%,-0.3,1%
O=C(CCC1N=C2c3ccccc3N=C(SCc3ccccc3Cl)N2C1=O)NCCc1ccccc1 (configuration not stated),3%,-9%,-14%,nt,2,5%,2%,-0.4,-1%
COc1ccc(S(=O)(=O)NCC(c2ccco2)S(=O)(=O)c2cccs2)cc1C (configuration not stated),1%,-2%,-24%,nt,4,-26%,-1%,2.5,7%
O=C1NC(c2cc3c(cc2Cl)OCO3)Oc2ccccc21 (configuration not stated),-7%,4%,-25%,-3,0,6%,-3%,-0.1,-15%
Cc1ccc(S(=O)(=O)NCCC(=O)NCCc2ccccc2)cc1,6%,2%,?,nt,-2,5%,6%,nt,-2%
Cc1ccnc(NC(=O)CCC2COc3ccccc3O2)c1 (configuration not stated),0%,0%,174%[activator],nt,-2,26%,4%,nt,0%
O=C(Cc1ccc(F)cc1)NCCc1ccc(F)cc1,8%,-8%,0%,-4,1,27%,-3%,-1.1,1%
COc1ccc(CCNC(=O)c2cc(C3CC3)on2)cc1OC,13%,2%,-28%,-4,-3,17%[11.4 µM],-2%,0.0,-1%
COc1ccc2oc(=O)c(C(=O)NCC3CCCO3)cc2c1 (configuration not stated),2%,-3%,-4%,2,1,-6%,5%,0.3,-2%
Cn1cc(C(=O)C(=O)N2CCc3ccccc32)c2ccccc21,5%,-3%,457%[activator],-7,-2,11%,7%,0.9,0%
O=C(O)Cc1ccc(NC(=O)c2ccc(Cl)c(Cl)c2)cc1,10%,-16%,7%,8,-7,-14%,-11%,-0.8,-2%
COc1ccc(CCNC(=O)CSc2nc3ccsc3c(=O)n2Cc2ccccn2)cc1OC,nt,-1%,-20%,nt,-5,nt,1%,nt,0%
Cc1nc(NCc2ccc(S(N)(=O)=O)cc2)c2c(C)c(C)sc2n1,16%,?,?,-9,-9,?,-4%,-3.0,-9%
O=C1COc2cc(S(=O)(=O)NCc3ccco3)c(Cl)cc2N1,2%,nt,2%,nt,8,-26%,nt,-0.2,nt
C/C(=N\O)c1c(O)cc(-c2ccccc2)n(-c2ccccc2)c1=O,-3%,5%,154%[activator],-6,-4,12%,-4%,31*,1%
CCCOc1ccccc1C(=O)N(Cc1ccc(C)o1)C1CCS(=O)(=O)C1 (configuration not stated),0%,6%,12%,-2,-2,-14%,-4%,-0.8,-1%
C/C(=N\Nc1nccnc1Cl)c1ccc(F)cc1,12%,5%,9%,-4,-5,8%,-3%,0.2,1%
Cc1nc2n[nH]c(N)c2nc1C,nt,0%,7%,nt,2,nt,1%,nt,2%
CCCS(=O)(=O)Nc1cc2c(cc1NCc1ccccc1)n(C)c(=O)n2C,-8%,-5%,-82%,nt,25,-27%,1%,0.1,3%
C/C(CC(=O)Nc1ccc(Cl)c(C(F)(F)F)c1)=N\NC(=O)c1cc2ccccc2cc1O,-2%,-11%,?,-12,14,-34%,-5%,0.3,2%
COc1ccc(CNC(=O)CSc2n[nH]c(N)n2)cc1OC,-19%,-14%,-2%,-6,-5,-3%,-3%,0.5,0%
CN(Cc1ccccc1)C(=O)CCC1CCN(S(C)(=O)=O)CC1,14%,-6%,2%,-8,-5,-2%,-2%,1.4,2%
CCOc1ccc(S(=O)(=O)Nc2ccc(S(=O)(=O)Nc3cc(OC)ccc3OC)cc2)cc1,3%,-9%,-13%,-11,3,27%,0%,0.3,-3%
COc1ccc2cc3cc(C(=O)NCCCN4CCOCC4)oc3nc2c1,-11%,4%,-12%,-8,0,-29%[11.4 µM],-5%,0.5,7%
O=c1[nH]c2ccccc2nc1CCc1ccccc1,2%,6%,-2%,5,0,-28%,3%,1.7,0%
O=C(CN1C(=O)NC2NC(=O)NC21)N/N=C/c1ccc(F)cc1 (configuration not stated),19%,-1%,-11%,14,-6,3%,-2%,0.3,2%
COc1ccccc1/C=C/C(=O)OCC(=O)NC1CCS(=O)(=O)C1 (configuration not stated),-7%,-1%,-16%,nt,1,-9%,-4%,nt,1%
COc1ccc(OC)c(S(=O)(=O)N2CCN(C(=O)CCc3ccccc3)CC2)c1,-5%,-9%,3%,nt,-8,-35%,-2%,nt,-2%
C/C(=N\NC(=O)c1ccc2ccccc2c1)c1cccnc1,5%,-4%,-20%,-12,-10,17%,8%,0.3,-6%
CC1(C(=O)Nc2cccc(Oc3ccccc3)c2)Cc2c(-c3ccccc3)ccnc2O1 (configuration not stated),nt,nt,-3%,nt,-6,nt,-3%,nt,-16%
CN(C(=O)CSc1nnc(COc2ccccc2F)n1N)C1CCS(=O)(=O)C1 (configuration not stated),-5%,0%,0%,28,-3,-7%,-2%,1.7,3%
O=C(NCc1ccco1)c1ccc(NS(=O)(=O)c2cccc([N+](=O)[O-])c2)cc1,0%,6%,1%,-9,0,-15%,-2%,1.5,1%
COc1ccc(N2C(=O)C3C(C2=O)C2C=CC3C23CC3)c([N+](=O)[O-])c1 (configuration not stated),-5%,-3%,-1%,2,-11,-5%,-4%,-0.1,-6%
CSc1ncc(C(=O)Nc2ccccc2C(=O)c2ccccc2)c(C)n1,2%,-3%,?,nt,-3,-17%,-1%,-0.5,-1%
O=CNCC(=O)NC1CCCCCC1,nt,0%,27%,1,1,17%,-5%,1.1,1%
CCC(=O)c1ccc(OC(=O)N2CCOCC2)cc1,-5%,1%,-8%,-21,0,-22%,-2%,-0.4,1%
Cc1ccc(-c2ocnc2C(=O)Nc2ccccc2NC(=O)c2ccccn2)cc1,3%,?,3%,19,-5,-24%,?,1.7,-8%
CCOc1ccc(/C=N/NC(=O)CC(=O)NCc2ccccc2)cc1,4%,-5%,-7%,-7,-4,8%,2%,-1.1,-7%
COc1ccc(NC(=O)c2sc3nc4c(cc3c2N)CCCCCC4)cc1Cl,-1%,?,-27%,nt,-10,-22%,1%,0.1,-22%

# Complete entries, looked up by structure. Values in the order: ERG Ets-DNA blk, Vif-A3F inh, 12-LOX inh, D2 antagonist, LDHA inh, RGS4 inhibitor, Glioma ERSR ind, D2 ag, Vif-APOBEC3G blk
# CCOc1ccc(/C=N/NC(=O)CC(=O)NCc2ccccc2)cc1 is entered as 4%, -5%, -7%, -7, -4, 8%, 2%, -1.1, -7%
# COc1ccccc1/C=C/C(=O)OCC(=O)NC1CCS(=O)(=O)C1 (configuration not stated) is entered as -7%, -1%, -16%, nt, 1, -9%, -4%, nt, 1%
# COc1ccc(CCNC(=O)c2cc(C3CC3)on2)cc1OC is entered as 13%, 2%, -28%, -4, -3, 17%[11.4 µM], -2%, 0.0, -1%
# COc1ccc(NC(=O)c2sc3nc4c(cc3c2N)CCCCCC4)cc1Cl is entered as -1%, ?, -27%, nt, -10, -22%, 1%, 0.1, -22%
# O=C(CN1C(=O)NC2NC(=O)NC21)N/N=C/c1ccc(F)cc1 (configuration not stated) is entered as 19%, -1%, -11%, 14, -6, 3%, -2%, 0.3, 2%

# (next part)
SMILES,ERG Ets-DNA blk,Vif-A3F inh,12-LOX inh,D2 antagonist,LDHA inh,RGS4 inhibitor,Glioma ERSR ind,D2 ag,Vif-APOBEC3G blk
COc1cccc(C(=O)O/N=C(\N)c2ccc([N+](=O)[O-])cc2)c1OC,-16%,-9%,16%,-4,-3,-15%,0%,0.0,-13%
CC1CCN(S(=O)(=O)c2ccc3[nH]c(=O)[nH]c3c2)CC1,-3%,1%,-1%,1,-5,6%,-2%,0.1,-1%
CCSc1nnc(NC(=O)COc2cccc3ccccc23)s1,nt,-6%,2%,13,2,-1%,-3%,0.0,0%
CCOC(=O)C1=NN(C(=O)Cc2ccccc2)C(O)(c2ccc(Cl)cc2)C1 (configuration not stated),nt,4%,3%,-3,3,7%,-5%,0.1,-4%
CCc1ccccc1NC(=O)COCc1cc(-c2ccco2)on1,-4%,-1%,-2%,nt,1,10%,0%,-0.9,-4%
Cc1cccc(NC(=O)C2CCCN(S(=O)(=O)c3c(C)nn(C)c3C)C2)c1 (configuration not stated),-8%,5%,-12%,nt,-2,-1%,0%,nt,4%
COc1ccccc1Nc1cc(C(=O)NCc2cccnc2)c2ccccc2n1,-4%,19%,-16%,4,-7,2%,-2%,-0.4,-7%
Cn1c(=O)c2cc(S(=O)(=O)NC(C(=O)Nc3cccnc3)c3ccccc3)ccc2n(C)c1=O (configuration not stated),-1%,5%,-28%,-12,1,-34%,-1%,1.2,3%
